High-throughput results as filed in PubChem.
GalR3 antagonist: GalR3 antagonists in HEK293 cells, primary screen, cell-based, fluorescence readout; 360,000 tested, 0.44% active; HEK293 GalR3-CNG cAMP membrane potential fluorescence; galR3 body fused to GalR1 C-terminus; inhibition, % at 3 µM; Galanin receptor type 3 (Homo sapiens), O60755;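 active = inhibition above the screen-wide average plus 3 SD, cut at about 13% in these data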;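 also: forskolin and galanin both at EC90 stimulate the cells; cAMP rise reported by CNG channel membrane potential dye signal; 0% = forskolin plus galanin with DMSO and 100% = forskolin alone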
Target sequence (O60755 1-299 limits assumed): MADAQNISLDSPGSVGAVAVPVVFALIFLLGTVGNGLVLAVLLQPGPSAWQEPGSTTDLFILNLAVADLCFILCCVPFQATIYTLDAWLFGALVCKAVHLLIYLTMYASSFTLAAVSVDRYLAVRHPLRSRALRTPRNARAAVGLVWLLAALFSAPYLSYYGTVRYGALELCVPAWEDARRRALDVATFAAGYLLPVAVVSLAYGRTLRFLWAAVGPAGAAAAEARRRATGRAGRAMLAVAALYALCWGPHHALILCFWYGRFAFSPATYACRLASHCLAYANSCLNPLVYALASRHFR
* hit, by the source's call; & = joins results of further samples.

compound,GalR3 antagonist
COc1ccc(N2CCN(CC(=O)Nc3c(C)cccc3C)CC2)cc1,-3.7
CCc1nc(N)nc(N)c1-c1ccc(Cl)c(N=[N+]=[N-])c1,0.9&-6.6
O=C1NC[C@@H](CCCCN2C[C@H](Cc3ccc(O)cc3)N(CCC3CCCCC3)C(=O)C2=O)N(CC2CCCCC2)C1=O,4.0
C[C@H](O)[C@@H]1CN2CCc3ccc(-c4ccc5c(c4)OCO5)cc3[C@@H]2C[C@@H]1N(C)C(=O)c1ccco1,2.5
Cc1cccc(S(=O)C(c2ccccc2)c2ccccc2)c1 (stereo not drawn),-4.3
O=C1NN=C2CCCCCCC12 (stereo not drawn),1.0
Cc1ccc(Cl)cc1-c1cc(C(=O)NCc2ccc(C(F)(F)F)cc2)[nH]n1,-7.0
O=C(Nc1ccc(Cl)cn1)c1ccccc1-c1ccccc1,-1.0
CCOC(=O)C1CCCN(C(=O)c2cc(C(C)(C)C)nn2C)CC1 (stereo not drawn),-3.5
CC(CCc1ccccn1)(CCc1ccccn1)C(=O)c1ccccc1,-4.7
CCCn1c(N)c(C(=O)CN(C)CC(=O)Nc2cc(C)ccc2C)c(=O)[nH]c1=O,-3.1
Nc1ccn([C@@H]2O[C@H](C(=O)N[C@H](Cc3ccccc3)C(=O)N3CCSC3)[C@@H](O)[C@H]2O)c(=O)n1,-3.7
COc1cc(O)c(C=NN2C(=O)CSC2=S)c(OC)c1,-5.2
Cc1cn(CC(=O)N2CCN(c3ccccn3)CC2)c(=O)[nH]c1=O,-5.2
CC(C)C1C(=O)N(Cc2cn(CCC3OCCCO3)nn2)CCS(=O)(=O)N1Cc1ccc(-c2ccc(Cl)nc2)cc1 (stereo not drawn),-4.4
CCNC(=S)NCC,-2.2
COc1ccc(NC(=O)CN2C(=O)NC(C)(Cc3ccc(OC)c(OC)c3)C2=O)cc1 (stereo not drawn),-6.3
CC1(C(=O)NS(=O)(=O)c2ccc(Cl)s2)CCN1C(=O)Cc1ccc(Cl)cc1Cl (stereo not drawn),-3.8
CC(C)C[C@H]1CN([C@@H](CC(C)C)CN2CCCC2CN2C(=S)NC[C@@H]2Cc2ccc(O)cc2)C(=S)N1CCc1ccccc1 (stereo partly drawn),-3.6
CCCCCCn1c(COc2ccccc2F)nnc1SCC(=O)NC1CCS(=O)(=O)C1 (stereo not drawn),-5.3
COc1ccc(Br)c(Cn2c(C)c(C(=O)NCc3cccs3)sc2=O)c1,-2.8
CCN(C(C)=O)c1cnc(C=NNC(N)=S)c2ccccc12,-1.1
O=[N+]([O-])c1ccc(COc2ccccc2CO)cc1,-4.9
CN1CCN(S(=O)(=O)c2ccc(F)cc2)CC1,-5.8
c1ccc2c(c1)Nc1cc3ccccc3cc1O2,-5.8
Cc1ccc(-c2nc3cc(C)c(Br)c(C)n3c2CC(C)(C)C)cc1,-5.6
CCCc1c(-c2ccc(Cl)cc2)ncn1Cc1ccccc1OC,-7.6
O=C(C1CCCCC1)N1C[C@H](n2cc(-c3ccc(F)cc3)nn2)[C@@H](O)C[C@@H]1c1ccc(Cl)cc1,-8.5
COc1ccc(-c2cnc(C(O)c3ccc(OC)c(F)c3)[nH]2)cc1 (stereo not drawn),-3.9
O=C(O)CC1(C(=O)O)CCCC1,-3.6
COC(=O)[C@@]12C[C@@H](CC(=O)N3CCCCC3)C(=O)N(Cc3ccco3)C1=CCC(C)(C)C2,-6.8
CC(C)(C)OC(=O)N1CCC[C@H]1C(=O)N1CCC[C@H]1C(=O)NCc1ccncc1,-0.3
COc1cc(C)c(CN2CCN(C(=O)CCC(=O)c3ccc(C)s3)CC2)cc1OC,-8.5
Cc1c(N2C(=O)/C(=C/c3ccc(N(C)C)cc3)N(C)C2=S)c(=O)n(-c2ccccc2)n1C,0.0
CCOC(=O)C1(C)CCCN1C(=O)c1cccc(OC)c1 (stereo not drawn),1.4
CC(C)(CC1(C)NC(=O)NC1=O)OCc1ccccc1 (stereo not drawn),-3.2
C[C@@H]1CN([C@H](C)CO)C(=O)c2cc(Br)cnc2O[C@@H]1CN(C)C(=O)Nc1cccc(F)c1,5.0
CCN(CC)c1c(C)nc2ccc(C(=O)NCc3ccc4c(c3)OCO4)cn12,3.5
CNC(=O)c1cc(Oc2ccc(NC(=O)c3[nH]c(-c4ccccc4)c4c3C(=O)N(C)C4=O)cc2)ccn1,-6.2
O=C(NCc1ccccc1)[C@H]1CCCN1C(=O)[C@H]1CCCN1C(=O)c1cccs1,-5.2
NC(=O)C(CCCCN1CCCCC1)(c1ccccc1)c1ccccc1,-5.0
Cc1cccc(NS(=O)(=O)c2ccc(C)c(C(=O)N3CCN(C(=O)c4ccco4)CC3)c2)c1,-2.6
CCCCN1C(=O)C(CC(=O)NC(c2ccccc2)c2ccccc2)CC(C(=O)N(C(C)C)C(C)C)=C1C (stereo not drawn),-7.0
CN(CC(=O)Nc1ccccc1Br)C(=O)c1ccccc1OCc1ccc(Cl)cc1,-3.4
CN(C)c1ncnc2c1ncn2-c1ccccc1,-2.3
CC1(C(=O)Nc2ccc3c(c2)OCCO3)CN(S(C)(=O)=O)CC(=O)N1Cc1ccco1 (stereo not drawn),-5.0
NC(=O)C1(Nc2ccc(Br)cc2)CCCC1,-4.9
O=C(COC(=O)CC1CCCC1)Nc1ccc(Cl)cc1,-3.4
Cn1nc(C(C)(C)C)cc1C(=O)N1CCCCC1c1cc(C(=O)NCc2cccnc2)no1 (stereo not drawn),-6.5
COc1ccc(OCC2CN(C3CCCC3)S(=O)(=O)CCO2)cc1 (stereo not drawn),-6.9
COc1ccc(C(O)c2nc(-c3cccc(NC(C)=O)c3)cs2)cc1 (stereo not drawn),-2.4
CC1CCC(C(O)(C(=O)O)C2CCCCC2)CC1C (stereo not drawn),-2.4
CC(=O)NC1CCCCN(C)C1=O (stereo not drawn),-3.6
COc1cc(C(O)c2nc(/C=C/c3ccc(C(F)(F)F)cc3)cs2)ccc1F (stereo not drawn),-6.2
Cc1ccc(C(=O)OCC(=O)NCc2ccc(Cl)cc2)s1,-1.8
O=C(Cc1cccc(NC(=O)C2CCN(C(=O)c3ccccc3)CC2)c1)Nc1cccc(C(=O)N2CCOCC2)c1,0.5
CC(C)OC(=O)/C=C1\C[C@@H](c2ccccc2C(F)(F)F)O[C@@H](c2ccccc2C(F)(F)F)O1,-2.5
Cc1ccc(S(=O)(=O)N2C[C@H]3C(=O)C[C@@H](c4ccc(Cl)cc4)N(S(=O)(=O)c4ccc(C)cc4)[C@H]3C[C@H]2c2cccc3ccccc23)cc1,-6.0
Cc1cc(NCCCCCCCNc2cc(C)nc3cc([N+](=O)[O-])ccc23)c2ccc([N+](=O)[O-])cc2n1,-5.2
CCOC(=O)C(=C1Nc2ccccc2N1)n1c(-c2ccco2)nc2ccccc21,-5.2

The list continues:
compound,GalR3 antagonist
CC1(Cc2ccc(C(F)(F)F)o2)C(=O)Nc2ccc(-c3cccc(C(F)(F)F)c3)cc21 (stereo not drawn),-0.5
O=C(c1[nH]c(C(F)(F)F)nc1-c1ccccc1)N1CCN(Cc2c(F)cccc2Cl)CC1,-3.7
COc1cc(NS(=O)(=O)c2cc(NC(C)=O)ccc2OC)c(OC)cc1NC(=O)c1ccccc1,-4.8
COCCNc1oc(/C=C/c2cccs2)nc1S(=O)(=O)c1ccccc1,-10.2
CC1(C(=O)NCCc2ccccc2)Cc2c(-c3cccc(C(F)(F)F)c3)ccnc2O1 (stereo not drawn),-8.0
COc1cc2c(c(OC)c1OC)[C@@]1(c3ccccc3)CCCC[C@H]1[C@@H]2NC(=O)C(F)(F)F,-8.8
CC(C)c1nc(CNC(=O)CC2C(=O)NCCN2Cc2ccccc2)cs1 (stereo not drawn),-7.7
Cc1[nH]c2ccccc2c1CC(=O)Nc1ccc(Nc2cccnc2)c(-c2cc(F)cc(F)c2)c1,-2.9
O=C(/C=C/[C@H]1O[C@@H](n2cnc3c(NC(=O)c4ccccc4)ncnc32)[C@H](O)[C@@H]1O)NCCc1c[nH]c2ccccc12,-5.5
Nc1c(CNCc2nnn(Cc3ccccc3)c2N)nnn1Cc1ccccc1,1.5
O[C@H]1C[C@H](c2ccccc2)N(Cc2cccs2)C[C@@H]1n1cc(C2CC2)nn1,-5.0
CCOC(=O)N1CCN(C(=O)C[C@@H]2C[C@@]3(C(=O)OCC)CCC=C3N(Cc3ccc(Cl)cc3Cl)C2=O)CC1,-0.8
O=C(Cc1ccc(OCc2ccccc2)cc1)NCc1ccc2c(c1)OCO2,5.0
O=C1NC[C@H](CCCCN2CCN(Cc3ccccc3)C(=O)C2=O)N(CCc2ccc(O)cc2)C1=O,0.3
CNc1cc(-c2ccc(O)cc2C)ncn1,-0.8
Cc1csc(N2C(=O)C3C4CCC(O4)C3C2=O)n1 (stereo not drawn),-6.1
Cc1cc(Oc2cccnc2)ccc1NC(=O)Cc1cn(C)c2ccccc12,-5.6
Brc1ccc(-c2nc3ccc(Br)cn3c2Cc2ccccc2)cc1,-4.7
COc1cccc(-c2cnc(C(O)c3ccc(F)c(C)c3)[nH]2)c1 (stereo not drawn),2.1
C[C@H]1CN([C@@H](C)CO)C(=O)CCCn2cc(nn2)CO[C@@H]1CN(C)S(=O)(=O)c1ccccc1F,-3.0
CCOCCOc1cc(NCc2ccccc2)c2ncn(C(C)C)c2c1,0.1
COc1ccc(S(=O)(=O)Oc2ccccc2C(N)=O)cc1,-2.3
COc1ccccc1NC(=O)C(C)OC(=O)C(C)SCC(=O)Nc1ccc(C)cc1 (stereo not drawn),0.1
C#CCNC(=O)C[C@@H]1C[C@@]2(C(=O)OC)CCCCC=C2N(Cc2cccc3ccccc23)C1=O,-6.9
CC(C)C[C@H]1CN(CCCC[C@H]2CNC(=O)C(=O)N2Cc2ccccc2)C(=O)C(=O)N1CCC1CCCCC1,-3.5
Cc1ccn2c(=O)c(NC(=O)c3ccc4c(c3)OCO4)c(C)nc2c1,-7.0
O=C1C=CC(=O)c2c(O)c(N3CCN(CCOCCO)CC3)c(Br)c(O)c21,-2.2
Cc1ccc(Cl)c(OCCCCN2CCC(C)CC2)c1,-10.7
Nc1ccc(N=Nc2ccccc2)cc1[N+](=O)[O-],-3.6
CCCCNC(=O)C(NC(=O)c1ccc(C)cc1)C(=O)c1ccccc1 (stereo not drawn),-2.7
COCCN(C(=O)c1ccco1)c1nc(-c2ccc(OC)cc2)cs1,-1.6
COc1ccc(NC(=O)CN(C)CC(=O)N2CCCCCC2)cc1,-3.4
CSc1ccc(OC2(C)CCN(Cc3ccc(-c4ccccn4)cc3)C2)cc1 (stereo not drawn),-6.5
C[C@H](CO)N1C[C@H](C)[C@H](CN(C)Cc2ccncc2)OCc2ccccc2-c2c(n(C)c3ccccc23)C1=O,1.1
CC1CN(C(=O)[C@@H]2CCCN2S(=O)(=O)c2ccc(Cl)cc2)CC(C)O1 (stereo partly drawn),-4.3
N#Cc1ccccc1S(=O)(=O)NC(=O)[C@H]1O[C@@H](n2cnc3c(N)ncnc32)[C@H](O)[C@@H]1O,20.9*
O=C(NCCO)c1cccc(-c2cccc3nccn23)c1,-5.0
O=C(Nc1ccc(F)cc1)C(c1ccccc1)N1CCN(c2cccc(C(F)(F)F)n2)CC1 (stereo not drawn),-4.7
CCCCN1C[C@H](Cc2ccccc2)[C@@H](CC(=O)NC)C1=O,0.2
N#C/C(=C\c1cccn1S(=O)(=O)c1cccc([N+](=O)[O-])c1)S(=O)(=O)c1ccc(F)cc1,-5.5
COc1ccccc1CN(C)C[C@H]1OCc2cnnn2CCCC(=O)N([C@@H](C)CO)C[C@@H]1C,0.9
O=C1C=CC(=O)N1c1ccc2c(c1)C(NC(=O)C(F)(F)F)c1ccccc1-2 (stereo not drawn),-5.2
Fc1ccc(-c2nc3ccc(Cl)cn3c2Cc2cccc(Cl)c2)cc1,-6.3
Cc1cnc(C)c(Nc2nc(C(N)CCc3ccccc3)cs2)n1 (stereo not drawn),1.8
CC(C)C[C@@H](CN)NC(=O)c1nc[nH]c1C(=O)N[C@@H](CC(C)C)C(=O)CNC[C@H](C)NC(=O)c1nc[nH]c1C(=O)N[C@@H](CC(=O)O)C(=O)O,-7.0
COc1ccc(NC(=O)Nc2ccc3c(c2)C(=O)N([C@H](C)CO)C[C@@H](C)[C@@H](CN(C)C(=O)C2CCCCC2)OCCCC[C@H](C)O3)cc1,-3.4
O=C1C2CCCCN2C(=O)N1CCN1CCN(c2cccc(Cl)c2)CC1 (stereo not drawn),-6.1
C[C@H](NC(=O)/C=C/[C@H]1O[C@@H](n2ccc(=O)[nH]c2=O)[C@H](O)[C@@H]1O)C(=O)O,-6.4
COc1ccc(Cc2c(-c3ccc(F)cc3)nc3c(C)cc(Br)cn23)c(C)c1,-5.7
OC[C@@H]1CN(Cc2ccco2)C[C@H](n2cnc3c(N4CCOCC4)ncnc32)O1,0.9
CC(=O)c1ccc(Nc2nc(C(N)CCc3ccccc3)cs2)cc1 (stereo not drawn),-8.1

Arranged by the number under GalR3 antagonist (highest first): five from the list above
compound,GalR3 antagonist
C[C@H](O)[C@@H]1CN2CCc3ccc(-c4ccc5c(c4)OCO5)cc3[C@@H]2C[C@@H]1N(C)C(=O)c1ccco1,2.5
CC(C)(C)OC(=O)N1CCC[C@H]1C(=O)N1CCC[C@H]1C(=O)NCc1ccncc1,-0.3
CCCn1c(N)c(C(=O)CN(C)CC(=O)Nc2cc(C)ccc2C)c(=O)[nH]c1=O,-3.1
Nc1ccn([C@@H]2O[C@H](C(=O)N[C@H](Cc3ccccc3)C(=O)N3CCSC3)[C@@H](O)[C@H]2O)c(=O)n1,-3.7
Cc1ccc(-c2nc3cc(C)c(Br)c(C)n3c2CC(C)(C)C)cc1,-5.6

A portion of the library. The share of hits here may be higher or lower than overall.
